Compound activity as filed in PubChem.
D2 agonist – activates the human D2 dopamine receptor; P14416; activation, % at 2 µM; AID 485358; HEK293 T-REx D2 cells, calcium flux agonist mode; 0.53% of 340,000 active;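 active means activation over 3 SD above normal in the single-dose calcium agonist read, cut at about 30% in these data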; further: 0% is about no effect
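Agonism is scored from calcium flux in a force-coupled, inducible HEK293 cell line expressing D2, read kinetically for 180 s after compound addition against dopamine controls.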
TRHR enhancer – TRH receptor (human) allosteric enhancement. enhancement, % at 2 µM. AID 493056. 0.66% of 360,000 active. P34981. TRHR cells, fluo-8 calcium fluorescence, EC20 TRH enhancement; in the data active means enhancement above about 30%; further: 0% is about no effect
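Enhancer read-out: after compound pinning and an initial kinetic agonist-mode read, an EC20 of TRH (10 nM final) was injected and fluo-8 calcium signal (Ex 480/Em 530) followed at 1 s/cycle for 100 cycles in TRHR-expressing cells.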
USP1-UAF1 inh – USP1/UAF1 (human) deubiquitinase inhibition; Potency, µM (doses to about 57.1 µM), for inactives: at the top dose activity change, negative = inhibition, actives largely listed as inhibitors; 0.23% of 390,000 active; recombinant USP1/UAF1, Ub-Rhodamine cleavage fluorescence; AID 743255; further: potency means the concentration at half of the fitted maximal effect; on the % scale 0 is the no-effect control and ±100 the full control effect; nearly all actives have a fitted effect of over 60% in size; inactives centre near -12
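In this screen, compounds sit with the deubiquitinase complex (1nM) for 15 min at room temperature before Ub-Rho is added at 150nM final. Fluorescence rise is then followed for 6 reads every 60 seconds.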
TrxR1 substrate – is turned over as a substrate by rat TrxR1; purified TrxR1 substrate turnover, NADPH consumption readout; Potency, µM (titrated, usually from 114 µM), inactives show at the top dose activity change, negative = substrate turnover; 0.01% of 390,000 active; O89049; further: potency means the concentration at half of the fitted maximal effect; on the % scale 0 is the no-effect control and ±100 the full control effect; nearly all actives have a fitted effect of over 50% in size
Target sequence (O89049 whole entry, looked up): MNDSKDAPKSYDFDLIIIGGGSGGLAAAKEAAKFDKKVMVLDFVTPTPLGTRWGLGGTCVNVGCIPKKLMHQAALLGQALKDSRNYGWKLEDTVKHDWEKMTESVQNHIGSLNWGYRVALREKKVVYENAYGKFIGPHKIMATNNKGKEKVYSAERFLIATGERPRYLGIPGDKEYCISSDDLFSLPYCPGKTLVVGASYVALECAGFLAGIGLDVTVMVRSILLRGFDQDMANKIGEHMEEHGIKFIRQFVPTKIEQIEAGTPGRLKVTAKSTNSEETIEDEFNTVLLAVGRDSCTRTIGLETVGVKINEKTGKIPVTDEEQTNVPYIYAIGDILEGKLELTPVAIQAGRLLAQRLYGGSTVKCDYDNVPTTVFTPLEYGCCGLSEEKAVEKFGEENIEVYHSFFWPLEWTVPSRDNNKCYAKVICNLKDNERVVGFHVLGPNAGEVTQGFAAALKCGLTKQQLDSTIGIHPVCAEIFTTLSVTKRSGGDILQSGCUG
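Rat TrxR1, dispensed at 90 nM, was prereduced with 400 uM NADPH (final) for 5 min at ~22 deg C, then incubated with compound 15 min before 400 uM selenite. A first-read NADPH fluorescence drop versus no-compound background flagged substrates.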
rTrxR1 inhibitor – inhibitors of rat thioredoxin reductase 1; O89049; recombinant rTrxR1, NADPH fluorescence consumption, selenite substrate; Potency, µM (highest dose often 114 µM), for inactives: at the top dose activity change, negative = inhibition, hits mostly inhibitors; 1% of 390,000 active; AID 588453; further: potency means the concentration at half of the fitted maximal effect; on the % scale 0 is the no-effect control and ±100 the full control effect; nearly all actives have a fitted effect of over 65% in size
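Rat TrxR1 (90 nM in the dispensed reagent) was pre-reduced with 400 uM NADPH for 5 min at room temperature, then incubated with compound for 15 min. After 400 uM selenite was added, NADPH fluorescence (Ex 340/Em 450 nm) was followed for 8 min.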
TRHR agonist – TRH receptor (human) agonism; P34981; TRHR cells, calcium flux fluo-8, FDSS agonist mode; activation, % at 2 µM; AID 493084; 0.18% of 360,000 active; in the data active means activation above about 30%; further: 0% is about no effect
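TRHR-expressing cells, plated overnight in medium with 10% serum, were loaded with fluo-8 calcium dye at room temperature. After a 10 s baseline, library compound was pin-added and calcium release was recorded kinetically (ex 480/em 530) as agonist response.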
Pin1 inh – inhibitors of human Pin1. Potency, µM (series often up to 115 µM), inactives show top-dose activity, negative = inhibition, hits mostly inhibitors. Q13526. Pin1 FP peptide displacement, HiFluor488, 10 min. 0.009% of 390,000 active; active means well fitted inhibition curve with a large enough effect in the polarisation, with a control signal flat, not every such curve was filed as active; inconclusive means small, poorly fitted or top-dose-only effect, or effect the other way, or a change in a side signal; inactive means no such curve, though single readings can be large or run the other way; the % refers to the polarisation; further: potency means the concentration at half of the fitted maximal effect; on the % scale 0 is the no-effect control and ±100 the full control effect
Target sequence (Q13526 whole entry, looked up): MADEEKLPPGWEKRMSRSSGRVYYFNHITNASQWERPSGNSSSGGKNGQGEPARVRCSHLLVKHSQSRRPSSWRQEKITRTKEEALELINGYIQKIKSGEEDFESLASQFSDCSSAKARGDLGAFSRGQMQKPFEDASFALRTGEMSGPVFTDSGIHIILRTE
mIDH1 inhibitor – blocks human mutant IDH1 R132H enzyme; 0.093% of 390,000 active; O75874; Potency, µM (top dose mostly 76.6 µM), without a hit: top-dose activity change, negative = inhibition, most hits filed as inhibitors; IDH1-R132H enzyme, NADPH consumption, diaphorase/resazurin fluorescence; AID 602179; further: potency means the concentration at half of the fitted maximal effect; on the % scale 0 is the no-effect control and ±100 the full control effect; nearly all actives have a fitted effect of over 65% in size
Target sequence (O75874 whole entry R132H, stated change not applied): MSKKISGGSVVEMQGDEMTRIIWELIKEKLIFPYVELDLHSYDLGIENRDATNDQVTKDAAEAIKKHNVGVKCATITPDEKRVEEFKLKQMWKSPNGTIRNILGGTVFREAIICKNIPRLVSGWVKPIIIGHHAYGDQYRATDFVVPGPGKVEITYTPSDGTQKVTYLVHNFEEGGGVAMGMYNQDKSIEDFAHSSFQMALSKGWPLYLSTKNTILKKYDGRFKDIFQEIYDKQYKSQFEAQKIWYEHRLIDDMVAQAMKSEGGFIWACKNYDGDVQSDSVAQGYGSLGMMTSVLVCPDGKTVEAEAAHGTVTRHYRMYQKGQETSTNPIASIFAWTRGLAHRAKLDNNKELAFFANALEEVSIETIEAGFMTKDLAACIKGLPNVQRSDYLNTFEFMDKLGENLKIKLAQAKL
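IDH1-R132H (0.5 ug/mL) preincubated 30 min with compound, then NADPH (0.016 mM) and alpha-KG (2 mM) added; 80 min at RT, pH 7.5. Remaining NADPH coupled via diaphorase/resazurin to fluorescence (540/590 nm); concentration-response curves normalized to no-enzyme control.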
D2 antagonist – D2 dopamine receptor (human) antagonism; 2% of 340,000 active; HEK293 TREx D2 cells, calcium flux, dopamine EC80; inhibition, % at 10 µM; in the data active means inhibition above about 30%; further: 0% is about no effect
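HEK293 T-REx D2 cells, tet-induced, calcium dye no-wash. Cpd pintool add, 180 s kinetic, then EC80 DA, 180 s kinetic. Ca flux read.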
Active calls of the source: *; [ ] = remark or other dose. Unless noted, the call rests on the fitted dose curve; in most records, active means well fitted inhibition curve with a large enough effect; inconclusive means small, poorly fitted or top-dose-only effect; inactive means no such curve, though single readings can be large or run the other way. An excerpt. The share of hits here may be higher or lower than overall.

For CC(=O)Nc1ccc(NC(=O)CSc2nnc(C)c(=O)[nH]2)cc1 the results were D2 agonist -0.9, TRHR enhancer -5, USP1-UAF1 inh -23%, TrxR1 substrate 4%[57.1 µM], rTrxR1 inhibitor 3%[57.1 µM], TRHR agonist 0.4, Pin1 inh 0%, mIDH1 inhibitor -2% and D2 antagonist -6.
O=C(C1CC1)N1CCCC(c2ccc(Cl)cc2)=N1 was read as D2 agonist 1.4, TRHR enhancer -1, USP1-UAF1 inh -26%, TrxR1 substrate -3%[57.1 µM], rTrxR1 inhibitor -1%[57.1 µM], TRHR agonist -0.4, Pin1 inh -1%, mIDH1 inhibitor 0% and D2 antagonist 21.
For Cc1cc(C)cc(NC(=O)C2(c3ccccc3)CC2(Cl)Cl)c1 (stereo not drawn) the results were D2 agonist -0.1, TRHR enhancer -1, USP1-UAF1 inh -13%, TrxR1 substrate -11%, rTrxR1 inhibitor -6%, TRHR agonist -0.3, Pin1 inh 2%, mIDH1 inhibitor -1% and D2 antagonist 4.
`O=C(COC(=O)c1cc2ccccc2o1)c1ccccc1` gave D2 agonist -1.0, TRHR enhancer 4, USP1-UAF1 inh 4%, TrxR1 substrate 9%[57.1 µM], rTrxR1 inhibitor 18%[57.1 µM], TRHR agonist 0.0, Pin1 inh -4%, mIDH1 inhibitor 4% and D2 antagonist -19.
`COc1ccc(Br)cc1C(=O)Nc1cccc(C)c1C` gave D2 agonist 0.7, TRHR enhancer -3, USP1-UAF1 inh 2%, TrxR1 substrate 17%, rTrxR1 inhibitor 21%, TRHR agonist 0.3, Pin1 inh 7%, mIDH1 inhibitor 6% and D2 antagonist 4.
CCC1Oc2ccccc2N(CC(=O)N2CCOCC2)C1=O (stereo not drawn) was read as D2 agonist 0.5, TRHR enhancer 3, USP1-UAF1 inh -18%, TrxR1 substrate -1%, rTrxR1 inhibitor 2%, TRHR agonist 0.3, Pin1 inh -2%, mIDH1 inhibitor 7% and D2 antagonist 0.
For COc1cc(C(=O)NCC(=O)Nc2ccc(F)c(F)c2)ccc1OCC(=O)N1CCOCC1 the results were D2 agonist 0.3, TRHR enhancer 6, USP1-UAF1 inh -23%, TrxR1 substrate -10%[57.1 µM], rTrxR1 inhibitor -2%[57.1 µM], TRHR agonist -0.1, Pin1 inh 2%, mIDH1 inhibitor 0% and D2 antagonist -5.
`O=C(NCc1ccco1)c1cccc(N2CCCC2=O)c1` gave D2 agonist -0.5, TRHR enhancer 8, USP1-UAF1 inh -5%, TrxR1 substrate 11%[57.1 µM], rTrxR1 inhibitor -5%[57.1 µM], TRHR agonist -0.7, Pin1 inh 2%, mIDH1 inhibitor 5% and D2 antagonist -59.
`O=C(Cn1c(N2CCN(c3ccccc3)CC2)nc2ccccc21)c1ccccc1` gave D2 agonist -0.4, TRHR enhancer -1, USP1-UAF1 inh -21%, TrxR1 substrate 11%[57.1 µM], rTrxR1 inhibitor 18%[57.1 µM], TRHR agonist 0.6, Pin1 inh 1%, mIDH1 inhibitor -1% and D2 antagonist -16.
Screening O=C(Cn1ccc2ccccc2c1=O)NCC(=O)N1CCN(c2ccccc2F)CC1 returned D2 agonist 0.2, TRHR enhancer -5, USP1-UAF1 inh -11%, TrxR1 substrate 8%, rTrxR1 inhibitor 20%, TRHR agonist -0.9, Pin1 inh -7%, mIDH1 inhibitor 9% and D2 antagonist 7.
COCCn1nnnc1C(C(C)C)N1CCC(Cc2ccccc2)CC1 (stereo not drawn) was read as D2 agonist -1.4, TRHR enhancer 3, USP1-UAF1 inh -9%, TrxR1 substrate 1%, rTrxR1 inhibitor 23%, TRHR agonist -0.5, Pin1 inh 12%, mIDH1 inhibitor 12% and D2 antagonist 2.
CCOC(=O)c1csc(-c2ccc([N+](=O)[O-])cc2)n1 was read as TRHR enhancer -5, USP1-UAF1 inh -16%, TrxR1 substrate 4%[57.1 µM], rTrxR1 inhibitor 9%[57.1 µM], TRHR agonist -0.1, Pin1 inh 1% and mIDH1 inhibitor 0%.
Screening CC1Cc2ccccc2N1C(=O)CN1CCN(S(=O)(=O)c2cccs2)CC1 (stereo not drawn) returned D2 agonist -0.1, TRHR enhancer 7, USP1-UAF1 inh -15%, TrxR1 substrate -3%, rTrxR1 inhibitor -7%, TRHR agonist 0.0, Pin1 inh inconclusive, mIDH1 inhibitor 5% and D2 antagonist -15.
`Cc1[nH]c2ccccc2c1C(=O)COC(=O)c1ccc2c(=O)n3c(nc2c1)CCC3` gave D2 agonist 0.2, TRHR enhancer -2, USP1-UAF1 inh -5%, TrxR1 substrate 3%, rTrxR1 inhibitor 10%, TRHR agonist 0.6, Pin1 inh inconclusive, mIDH1 inhibitor 0% and D2 antagonist -11.
For COc1ccc(CNC(=O)COC(=O)c2ccccn2)cc1 the results were D2 agonist -3.0, TRHR enhancer 5, USP1-UAF1 inh -5%, TrxR1 substrate -4%[57.1 µM], rTrxR1 inhibitor 5%[57.1 µM], TRHR agonist -0.4, Pin1 inh 7%, mIDH1 inhibitor 0% and D2 antagonist -3.

Two records drawn at random from the list so far, as already listed:
For COc1cc(C(=O)NCC(=O)Nc2ccc(F)c(F)c2)ccc1OCC(=O)N1CCOCC1 the results were D2 agonist 0.3, TRHR enhancer 6, USP1-UAF1 inh -23%, TrxR1 substrate -10%[57.1 µM], rTrxR1 inhibitor -2%[57.1 µM], TRHR agonist -0.1, Pin1 inh 2%, mIDH1 inhibitor 0% and D2 antagonist -5.
`Cc1[nH]c2ccccc2c1C(=O)COC(=O)c1ccc2c(=O)n3c(nc2c1)CCC3` gave D2 agonist 0.2, TRHR enhancer -2, USP1-UAF1 inh -5%, TrxR1 substrate 3%, rTrxR1 inhibitor 10%, TRHR agonist 0.6, Pin1 inh inconclusive, mIDH1 inhibitor 0% and D2 antagonist -11.

Next compounds.
Screening CCOc1ccc(N2C(=O)CN(O)C=C3N=c4ccccc4=C32)cc1 returned D2 agonist 0.2, TRHR enhancer -2, TRHR agonist 0.6 and D2 antagonist 4.
Cc1cccc(-n2c(N)cc(=O)nc2SCC(=O)Nc2ccc(F)cc2)c1C was read as D2 agonist -0.2, TRHR enhancer -1, USP1-UAF1 inh -8%, TrxR1 substrate 2%, rTrxR1 inhibitor 1%, TRHR agonist -0.7, Pin1 inh 12% and mIDH1 inhibitor 1%.
For Fc1ccc(C2=Nc3cccc4cccc(c34)N2)cc1 the results were D2 agonist 0.4, TRHR enhancer 13, USP1-UAF1 inh -11%, TrxR1 substrate -4%, rTrxR1 inhibitor inconclusive, TRHR agonist -1.2, Pin1 inh 1%, mIDH1 inhibitor 1% and D2 antagonist 11.
For Cc1cc(C(=O)OCC(=O)Nc2ccc(S(N)(=O)=O)cc2)c2ccccc2n1 the results were D2 agonist 1.0, TRHR enhancer -3, USP1-UAF1 inh 0%, TrxR1 substrate -16%, rTrxR1 inhibitor -20%, TRHR agonist 0.3, Pin1 inh -2%, mIDH1 inhibitor 0% and D2 antagonist -13.
Screening CC(NC(=S)Nc1ccc(Cl)cc1)C(c1ccccc1)N1CCOCC1 (stereo not drawn) returned D2 agonist -1.1, TRHR enhancer 0, USP1-UAF1 inh -17%, TrxR1 substrate 8%, rTrxR1 inhibitor 2%, TRHR agonist 0.3, Pin1 inh -11%, mIDH1 inhibitor 13% and D2 antagonist 0.
`Cn1c(SCC(=O)N2CCOCC2)nnc1-c1cccc(NC(=O)c2ccccc2)c1` gave D2 agonist -2.9, TRHR enhancer 8, USP1-UAF1 inh -12%, TrxR1 substrate 14%[57.1 µM], rTrxR1 inhibitor 13%[57.1 µM], TRHR agonist -1.6, Pin1 inh -5%, mIDH1 inhibitor 6% and D2 antagonist -10.
CCCC(=O)Nc1ccc2oc(=O)ccc2c1 was read as D2 agonist 0.0, TRHR enhancer 7, USP1-UAF1 inh 0%, TrxR1 substrate -5%, rTrxR1 inhibitor 10%[57.1 µM], TRHR agonist -0.3, Pin1 inh -6%, mIDH1 inhibitor -6% and D2 antagonist -6.
O=C(CN1CCN(c2ccc(F)cc2)CC1)NCc1cccs1 was read as D2 agonist 0.0, TRHR enhancer 1, USP1-UAF1 inh -7%, TrxR1 substrate -3%[57.1 µM], rTrxR1 inhibitor 0%[57.1 µM], TRHR agonist -0.5, Pin1 inh 0%, mIDH1 inhibitor 1% and D2 antagonist 2.
For O=[N+]([O-])c1ccccc1COc1ccc(Cl)c2cccnc12 the results were D2 agonist 0.6, TRHR enhancer -3, USP1-UAF1 inh -21%, TrxR1 substrate -3%, rTrxR1 inhibitor 22%, TRHR agonist 0.1, Pin1 inh -8%, mIDH1 inhibitor 3% and D2 antagonist 11.
`CCOC(=O)CC1C(=O)NCCN1S(=O)(=O)c1ccc(Cl)c(Cl)c1` (stereo not drawn) gave D2 agonist 0.2, TRHR enhancer -4, USP1-UAF1 inh -6%, TrxR1 substrate -8%, rTrxR1 inhibitor -7%, TRHR agonist -0.4, Pin1 inh -1%, mIDH1 inhibitor -4% and D2 antagonist 7.
Screening O=C(NCc1ccc2c(c1)OCO2)c1cccs1 returned D2 agonist -0.4, TRHR enhancer -8, USP1-UAF1 inh -8%, TrxR1 substrate 1%, rTrxR1 inhibitor 15%, TRHR agonist 0.2, Pin1 inh 16%, mIDH1 inhibitor 4% and D2 antagonist 4.
For Cc1cc(C(=O)NCc2csc(-c3ccccc3)n2)no1 the results were D2 agonist -0.4, TRHR enhancer 0, USP1-UAF1 inh -13%, TrxR1 substrate -2%, rTrxR1 inhibitor 20%, TRHR agonist -0.4, Pin1 inh 0%, mIDH1 inhibitor -9% and D2 antagonist 22.
For Cc1nc2ccccc2c(=O)n1NC(=O)c1cccc(Cl)c1 the results were D2 agonist -0.1, TRHR enhancer -6, USP1-UAF1 inh -5%, TrxR1 substrate 4%[57.1 µM], rTrxR1 inhibitor -8%[57.1 µM], TRHR agonist 0.3, Pin1 inh -1%, mIDH1 inhibitor 0% and D2 antagonist 10.
C=CCN1C(=O)/C(=C2/Sc3ccccc3N2C)SC1=Nc1c(C)n[nH]c1C was read as D2 agonist 0.2, TRHR enhancer 0, USP1-UAF1 inh -19%, TrxR1 substrate 1%, rTrxR1 inhibitor 3%, TRHR agonist -0.9, Pin1 inh -3%, mIDH1 inhibitor 8% and D2 antagonist 0.
